MgcRacGAP inhibition: MgcRacGAP GTPase-activating activity inhibitors, confirmation, biochemical, ADP Hunter fluorescence. 340,000 tested, 0.6% active. MgcRacGAP-stimulated Rac1 GTP hydrolysis, ADP Hunter fluorescence; higher % means a stronger effect; GST-tagged Rac1 F28L mutant substrate. inhibition, % at 30 µM; hits with a dose series show IC50 in µM. AID 624330;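 active = first-screen hits whose inhibition reached a set limit at any dose in the follow-up dose series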;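 also: fluorescence reports GDP produced by GAP-driven GTP hydrolysis; strong numbers were not always called active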
UTI89 phage lysis: inhibition of K1F phage lysis, E. coli UTI89, bacterial capsule biogenesis inhibitors, alamar blue (AID 488966); E. coli UTI89 K1F phage lysis, alamar blue, 2 h; higher % means a stronger effect; one-dose inhibition, % at 100 µM; IC50 in µM for titrated hits; 340,000 tested, 0.02% active;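 active = phage lysis inhibition, versus mean bacterial control, above a set limit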;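 also: capsule biogenesis inhibitors block K1F phage lysis so surviving cells raise fluorescence; higher fluorescence means more inhibition of phage lysis; actives were called in the ten point dose series up to 300 µM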
* = called active by the depositor; i = inactive; [ ] = remark or other dose. An excerpt; count on the stated rates, not on these rows.

SMILES	MgcRacGAP inhibition	UTI89 phage lysis
CN(C(=O)c1cccc(NC(=O)Cc2cccc(NC(=O)C3CCCN(C(=O)C4CCCCC4)C3)c2)c1)C1CCC1 (stereo not given)	3.7%	0.4%
C#CCOCCOCCOCCNc1nc(N2CCN(C(=O)[C@H](C)n3cc(CCC(=O)O)nn3)CC2)nc(N2CCN(C(=O)[C@H](CCCCN)n3cc(CCCC)nn3)CC2)n1	0.8%	1.4%
CC(=O)OCC(=O)C1(O)CCC2C3CC(C)C4=CC(=O)C=CC4(C)C3=CCC21C (stereo not given)	12.2%	-0.9%
COc1ccc(Cl)cc1C=CC=Nc1ccc(S(N)(=O)=O)cc1	2.7%	-3.7%
COC(=O)C1CC2(C(=O)OC)CC(C(=O)OC)(CC(C(=O)OC)C2=O)C1=O (stereo not given)	3.4%	0.3%
CCOC(=O)C(=O)NC1CC=CCC1c1ccc2c(c1)OCO2 (stereo not given)	2.8%	-0.8%
CC1=NN(c2cc(Cl)c(S(=O)(=O)O)cc2Cl)C(=O)C1	17.9%	2.1%
Cc1c(/C(O)=C2/C(=O)C(=O)N(CCN3CCOCC3)C2c2ccco2)cnn1-c1ccccc1 (stereo not given)	-2.8%	0.1%
CC(=O)NC12CC3CC(C1)CC(C(=O)N1CCN(S(=O)(=O)c4cccc([N+](=O)[O-])c4)CC1)(C3)C2	8.4%	1.1%[50 µM]
CCCCOC(=O)C1C2CCC(O2)C1C(=O)OCC (stereo not given)	5.6%	-1.3%
CCCCn1c(N)c(N(CC(C)C)C(=O)Cc2ccc(S(=O)(=O)N3CCOCC3)s2)c(=O)[nH]c1=O	6.0%	1.0%[50 µM]
Cc1ccc(C)c(S(=O)(=O)N2CCN(C(=O)Cc3sc(C)nc3-c3ccc(F)cc3)CC2)c1	0.4%	-0.6%[50 µM]
NC(=S)NN=C(c1ccc(F)cc1)C1CC1	0.1%	-0.6%
Nc1ccc2c(c1)C(=O)c1cc(Cl)c(Cl)cc1-2	7.4%	1.6%
NC(=O)C1(Nc2ccc(-c3ccccc3)cc2)CCCC1	8.1%	0.2%
CC1=C(c2ccccc2)C(O)(c2ccccc2)C(C)C1=O (stereo not given)	-0.9%	-0.2%
O=[N+]([O-])c1cccc(COc2ccc(CN3CCOCC3)cc2)c1	5.2%	0.4%
O=C(Nc1ccc(C(=O)N2CCCCC2)cc1)C1CCC1	6.3%	-0.1%
Nc1nc2cc(Br)ccc2o1	-1.3%	0.4%
COc1cc(OC)c(N(C)S(=O)(=O)c2cccc(C(=O)OCC(=O)N(C)C3CCCCC3)c2)cc1Cl	7.2%	0.5%[50 µM]

Continued; the last 4 above are carried over.
SMILES	MgcRacGAP inhibition	UTI89 phage lysis
O=[N+]([O-])c1cccc(COc2ccc(CN3CCOCC3)cc2)c1	5.2%	0.4%
O=C(Nc1ccc(C(=O)N2CCCCC2)cc1)C1CCC1	6.3%	-0.1%
Nc1nc2cc(Br)ccc2o1	-1.3%	0.4%
COc1cc(OC)c(N(C)S(=O)(=O)c2cccc(C(=O)OCC(=O)N(C)C3CCCCC3)c2)cc1Cl	7.2%	0.5%[50 µM]
O=C(NCCOC(=O)Nc1cccc2ccccc12)OCc1ccccc1	5.4%	-3.2%
O=C(c1ccccc1)C(CN1CCCCC1)c1ccccc1 (stereo not given)	-1.3%	-0.5%
Cc1cccc(C)c1OC(=O)c1ccccc1	14.6%	-0.5%
O=[N+]([O-])c1ccccc1C=NNC(=S)NN=Cc1ccccc1[N+](=O)[O-]	-1.4%	6.2%
O=[N+]([O-])c1c(NCc2ccco2)ncnc1NCc1ccco1	3.7%	-0.1%
O=C(OCCC12CC3CC(CC(C3)C1)C2)c1ccc(NCc2cc(O)ccc2O)cc1	-8.3%	1.5%
CCN(C(=O)COC(=O)c1ncc(Cl)c(Cl)c1Cl)c1c(N)n(Cc2ccccc2)c(=O)[nH]c1=O	7.2%	1.0%[50 µM]
Cc1ccc(S(=O)(=O)Nc2ccc3cc([N+](=O)[O-])ccc3c2[N+](=O)[O-])cc1	7.0%	6.2%
O=[N+]([O-])c1cccc(COc2ccccc2CN2CCCCC2)c1	12.2%	0.2%
COc1ccc(CNC(=O)CN2C(=O)c3ccccc3S2(=O)=O)cc1	-2.1%	0.0%
CN1CCC(=C2c3ccccc3Sc3ccccc32)CC1	0.8%	-0.1%
CCCC(=O)Nc1cc(OC)c(NC(=S)Nc2ccc(CC)cc2)cc1OC	25.9%	0.1%
COc1ccn(C2CCCCO2)c(=O)n1 (stereo not given)	2.0%	-2.3%
O=C(Cc1cccc(NC(=O)C2CCCN(C(=O)CCc3ccccc3)C2)c1)Nc1cccc(C(=O)N2CCCCC2)c1 (stereo not given)	-1.3%	-0.2%
CC(CCCN1CCCC1)Nc1ccnc2cc(Cl)ccc12 (stereo not given)	24.2%	i
C[C@]1(O)CC(=O)C=C[C@H]1Nc1ccccc1	8.5%	-0.1%
Cc1cccc(N2CCN(CC(O)COc3ccccc3)CC2)c1 (stereo not given)	4.5%	-0.7%
COc1cccc(NC(=O)CN(C)C(=O)C2CC(=O)N(CCc3ccc(OC)c(OC)c3)C2)c1 (stereo not given)	3.0%	0.6%[50 µM]
Cc1noc(C)c1C(=O)OCC(=O)/C=C1/N(C)c2ccccc2C1(C)C	2.2%	0.5%
NC(N)=Nc1ccc(C=C2C=Cc3ccccc32)cc1	1.3%	i
O[C@@H]1Cc2ccccc2O[C@H]1c1ccccc1	3.0%	-1.5%
O=c1[nH][nH]c(=O)c2nc(Nc3ccccc3)ncc12	3.2%	-3.0%
CCCCCn1c(SCC(=O)c2ccccc2)nc2cc(C(=O)NCC3CCCO3)ccc2c1=O (stereo not given)	7.9%	0.7%
C(#CCN1CCOCC1)CCCN1CCOCC1	-1.2%	-1.4%
O=C(O)c1ccc(NC2(C(=O)O)CCCC2)cc1	-0.5%	-3.4%
CCN(CC(=O)Nc1ccccc1C(F)(F)F)C(=O)c1ccc(-n2nc(C)c(CCC(=O)OC)c2C)cc1	3.6%	-0.6%
Cc1c(N(C)S(=O)(=O)c2ccc(Cl)c(C(=O)NCC3CCCO3)c2)c(=O)n(-c2ccccc2)n1C (stereo not given)	1.3%	0.0%[50 µM]
COc1ccccc1C=NN=C(N)C(N)=NN=Cc1ccccc1OC	6.0%	1.7%
CCOC(=O)C=C(OC(=O)c1ccc(OC)cc1)c1ccccc1	-4.0%	-1.9%
CN(C)CCNc1ccc(CO)c2oc3ccc(O)cc3c(=O)c12	128µM*	2.7%
Cc1cccc(NC(=O)CN2CCN(C(=O)CN3C(=O)NC4(CC(C)CC(C)(C)C4)C3=O)CC2)c1C (stereo not given)	12.1%	0.0%[50 µM]
Cc1cccc(C(C(C(=O)c2ccccc2)N2CCOCC2)N2CCOCC2)c1 (stereo not given)	-1.6%	1.9%
CC(C)C(=O)Nc1cccc(COc2ccc(CN(Cc3ccccc3)C(=O)OC(C)(C)C)cc2)c1	5.9%	0.3%
COc1ccccc1CNS(=O)(=O)CCNC1CCCCC1	12.8%	0.1%
CCCn1cnc2c(SCc3ccccc3)nc(N)nc21	2.5%	2.1%
O=S1c2ccccc2Oc2ccccc21	-3.3%	2.9%
Cc1nc(N2CCN(Cc3ccc4c(c3)OCO4)CC2)c2oc3ccccc3c2n1	0.8%	0.2%
CCOc1ccc(S(=O)(=O)N2CCCCC2)cc1NC(=O)c1ccccc1	3.8%	-0.4%
CCOC(=O)C(Cc1ccnnc1)=NO	-3.2%	3.1%
CCCCCn1c(=O)[nH]c2cc(C(=O)N3CCN(c4ccc(F)cc4)CC3)ccc2c1=O	5.4%	0.2%
CCOc1ncccc1C(=O)OCC(=O)Nc1cc(S(=O)(=O)N2CCCCC2)ccc1Cl	2.9%	0.3%[50 µM]
CCSc1nc(N)nc2c1ncn2C1OC(CO)C(O)C1O (stereo not given)	7.0%	0.4%
CC12CCC(C(N)C1=O)C2(C)C (stereo not given)	7.0%	1.7%
S=c1[nH]c2ccccc2n1CCc1ccncc1	2.1%	0.1%
CCOC(=O)N1CCN(S(=O)(=O)c2ccc3c(c2)NC(=O)CO3)CC1	0.8%	-1.4%
CCCC1(C)C(C#N)C(=O)NC(=O)C1C#N (stereo not given)	0.7%	-2.8%
COc1cccc(C=NN2CCCCCC2)c1OC	-4.2%	-0.4%
Cc1ccc(C(=O)NNC(=O)c2cccc3ccccc23)cc1	1.1%	5.5%
Cn1c(=O)c2c(nc(C(O)c3ccccc3)n2C)n(C)c1=O (stereo not given)	-0.6%	-2.7%
CC(C)CNC(=O)COC(=O)c1c2c(nc3ccccc13)/C(=C\c1cccs1)CC2	1.4%	1.1%
O=S(=O)(O)c1ccc(Cl)c(Cl)c1	-0.6%	1.7%
C=C1C(=O)OC2CC1C(O)CC(C)=CCCC(C)=CC(O)CC2C (stereo not given)	8.2%	0.7%
CCOC(=O)C1CCN(C(=O)c2cccc(S(=O)(=O)N3CCCc4ccccc43)c2)CC1	6.6%	-0.6%[50 µM]
CN1OC[C@@H]2CN[C@H](c3cccc(-c4cc(Cl)cc(Cl)c4)c3)C[C@@H]21	10.0%	0.1%
CN(C)c1ccc(/C=C(/C#N)C(=O)Nc2nc3c(s2)CCN(Cc2ccccc2)C3)cc1	0.3%	2.6%
CC[C@]12C(=O)N(C)C[C@H]([C@@H]3C(=O)N(Cc4ccccc4)C(=O)[C@@H]31)N2C(=O)c1ccc(C(C)(C)C)cc1	11.0%	1.0%
O=C(COc1ccc(Cl)cc1)OCc1ccc(Cl)cc1	0.4%	2.0%
Cc1cccc(NC(=O)c2ccc(C)c(S(=O)(=O)N3CCOCC3)c2)n1	3.8%	1.3%[50 µM]
Nc1ccc2c(c1)C(=O)c1cc(N)c(Cl)cc1-2	22.1µM*	-0.5%
CCN1C[C@@H]2[C@@H]3C(=O)N(Cc4ccccc4)C(=O)[C@@H]3[C@](CC)(C1=O)N2C(=O)c1ccccc1	8.0%	1.0%

Reformatted as comma-separated lines: 6 of the compounds above.
SMILES,MgcRacGAP inhibition,UTI89 phage lysis
CCCCn1c(N)c(N(CC(C)C)C(=O)Cc2ccc(S(=O)(=O)N3CCOCC3)s2)c(=O)[nH]c1=O,6.0%,1.0%[50 µM]
Cc1ccc(C)c(S(=O)(=O)N2CCN(C(=O)Cc3sc(C)nc3-c3ccc(F)cc3)CC2)c1,0.4%,-0.6%[50 µM]
NC(=S)NN=C(c1ccc(F)cc1)C1CC1,0.1%,-0.6%
Nc1ccc2c(c1)C(=O)c1cc(Cl)c(Cl)cc1-2,7.4%,1.6%
NC(=O)C1(Nc2ccc(-c3ccccc3)cc2)CCCC1,8.1%,0.2%
CC1=C(c2ccccc2)C(O)(c2ccccc2)C(C)C1=O (stereo not given),-0.9%,-0.2%

Carrying on:
SMILES	MgcRacGAP inhibition	UTI89 phage lysis
CCN(c1ccccc1)S(=O)(=O)c1ccc(Cl)c(C(=O)NC2CCN(Cc3ccccc3)CC2)c1	3.0%	0.1%[50 µM]
Cc1ccc(S(=O)(=O)N2CCC(C(=O)N3CCCCCCC3)CC2)cc1	10.5%	0.5%[50 µM]
CC(C)(C)OC(=O)N1CCC2(CC1)Oc1ccc(Cl)cc1C(=O)C21CC(c2ccc(Cl)cc2)=NO1 (stereo not given)	10.6%	1.6%
O=C(O)c1ccc(NCc2nc3cc4ccccc4cc3[nH]2)cc1	5.3%	0.8%
C=CCn1c(SCCN2C(=O)c3ccccc3C2=O)nc2scc(-c3ccc(F)cc3)c2c1=O	2.5%	1.1%
Cc1cc2c(cc(C(=O)OC(C)C(=O)NCc3ccccc3)n2C)o1 (stereo not given)	4.8%	0.0%
Cc1cc(Br)ccc1NC(=O)CN(C)C(=O)C1CCN(C(=O)c2ccc(Cl)cc2)CC1	3.7%	0.4%[50 µM]
CN1CCC(CC(C(=O)N2CCCC2)(c2ccccc2)c2ccccc2)C1 (stereo not given)	-3.2%	-2.0%
CCN(CC)CCOc1ccc(C=NNc2nc3c([nH]2)c(=O)n(C)c(=O)n3C)cc1	15.1%	-0.9%
CC1CC(C)CN(c2nc3c(c(=O)[nH]c(=O)n3C)n2CCCSc2nc3ccccc3s2)C1 (stereo not given)	1.8%	-0.3%
COc1ccc(CN2CCN(C(=O)c3ccccc3C(=O)c3ccccc3)CC2)cc1OC	5.0%	0.3%[50 µM]
NC(=O)c1ncn([C@@H]2O[C@H](CNC(=O)[C@H](N)CSCc3ccccc3)[C@@H](O)[C@H]2O)n1	-6.9%	0.3%
c1ccc(COc2ncnc3c2ncn3CCCNCc2ccc3c(c2)OCO3)cc1	4.7%	0.0%
Cc1nc(CN2CCCCC2)c(O)c(=O)[nH]1	0.1%	2.0%
COc1ccc(NS(=O)(=O)c2cc(NC(=O)C(CC(C)C)NC(N)=O)ccc2N2CCOCC2)cc1 (stereo not given)	-2.3%	-0.1%[50 µM]
COc1cc(/C=C(\C(=O)O)c2ccc(S(=O)(=O)N3CCCC3)s2)ccc1OCCC(C)C	14.1%	-1.7%[50 µM]
CC(=O)N1CCN(c2ccc(Oc3nc(-c4ccccc4)nc4ccccc34)cc2)CC1	1.9%	-0.4%
COc1ccccc1C=CC(=O)C=Cc1ccccc1OC	-5.6%	-1.4%
CC[C@@H](NC(=O)Cn1cc(C)c(=O)[nH]c1=O)c1ccccc1	-6.4%	-0.5%
NC(=O)c1ncn([C@@H]2O[C@H](CNCc3c(OCc4ccccc4F)ccc4ccccc34)[C@@H](O)[C@H]2O)n1	5.6%	0.2%
CC(C#N)(CCc1ccccn1)CCc1ccccn1	0.3%	-0.3%
O=C(/C=C/C(Cl)(Cl)Cl)Nc1ccc(Cl)cc1	9.7%	6.9%
